# aSyn yeast inh: qHTS of alpha-syn Inhibitors; 370,000 compounds, 0.14% hits; Yeast expressing alpha-synuclein, growth rescue, BacTiter-Glo, 24 h; Potency, µM (titrated, usually from 46.1 µM), without a hit: at the top dose growth rescue (activation), hits mostly activators; further: % of control where 0% means no effect; nearly all actives have a fitted effect of over 65% in size
#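 Galactose-induced alpha-syn yeast (OD600=0.02, raffinose-pregrown) + pinned cpd, 24 hr, 30 deg C; growth by BacTiter-Glo luminescence. Growth restoration scores as activation.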
# EPAC2 ag: qHTS for Agonist of cAMP-regulated guanine nucleotide exchange factor 4 (EPAC2): primary screen; Rap guanine nucleotide exchange factor 4 (Homo sapiens), Q8WZA2; EPAC2 activation, biochemical qHTS; response scale: 100% = 6.5 mM cAMP response; Potency, µM (doses to about 154 µM), without a hit: at the highest dose activation, most hits filed as activators; 360,000 compounds, 0.079% hits; further: nearly all actives have a fitted effect of over 50% in size
#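 Compounds were titrated in qHTS against a Rap1B-BODIPY-GDP (250 nM) complex with EPAC2 (100 nM) and GDP (50 uM). BODIPY-GDP release tracked at 480/540 nm over 30 min at room temperature, normalized to 6.5 mM cAMP.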
# EPAC1 ag: qHTS for Agonist of cAMP-regulated guanine nucleotide exchange factor 3 (EPAC1): primary screen; EPAC1 agonist qHTS, biochemical assay; response scale: 100% = response to 6.5 mM cAMP; Potency, µM (series often up to 154 µM), without a hit: at the top dose activation, usual class: activators; 360,000 compounds, 0.073% hits; AID 720707, 2013; further: nearly all actives have a fitted effect of over 60% in size
# Target sequence (O95398 whole entry, looked up): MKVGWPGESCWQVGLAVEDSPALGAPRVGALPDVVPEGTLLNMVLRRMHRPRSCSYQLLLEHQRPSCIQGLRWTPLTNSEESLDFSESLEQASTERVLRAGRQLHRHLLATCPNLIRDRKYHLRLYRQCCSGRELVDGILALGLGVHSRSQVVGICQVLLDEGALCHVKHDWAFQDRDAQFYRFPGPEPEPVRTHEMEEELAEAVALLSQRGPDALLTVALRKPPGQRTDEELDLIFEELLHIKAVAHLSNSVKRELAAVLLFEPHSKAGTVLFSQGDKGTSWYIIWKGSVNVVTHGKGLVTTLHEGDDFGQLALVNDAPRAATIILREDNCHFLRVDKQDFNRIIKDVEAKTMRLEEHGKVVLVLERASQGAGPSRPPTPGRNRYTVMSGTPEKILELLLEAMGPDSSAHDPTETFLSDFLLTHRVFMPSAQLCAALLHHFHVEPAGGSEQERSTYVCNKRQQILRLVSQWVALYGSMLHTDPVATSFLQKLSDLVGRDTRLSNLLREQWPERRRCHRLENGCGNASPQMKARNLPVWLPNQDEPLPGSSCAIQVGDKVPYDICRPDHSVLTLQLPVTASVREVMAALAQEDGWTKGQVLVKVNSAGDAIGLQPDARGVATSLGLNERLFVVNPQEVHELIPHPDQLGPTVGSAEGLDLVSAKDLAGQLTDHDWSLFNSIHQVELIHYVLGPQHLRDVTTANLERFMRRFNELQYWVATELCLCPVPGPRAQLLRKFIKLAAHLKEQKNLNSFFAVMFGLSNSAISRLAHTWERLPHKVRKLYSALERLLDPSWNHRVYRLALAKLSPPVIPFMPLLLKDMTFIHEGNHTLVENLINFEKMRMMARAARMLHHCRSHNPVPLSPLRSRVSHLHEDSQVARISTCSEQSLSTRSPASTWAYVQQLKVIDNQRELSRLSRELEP
#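 EPAC1 100 nM, Rap1B–BODIPY-GDP 250 nM, unlabeled GDP 50 uM; compound titration; 5 min RT; kinetic read ex480/em540 at 5-min intervals ×30 min; data normalized to 6.5 mM cAMP agonist control.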
# PTHR1 agonist: qHTS for PTHR1 Agonists: Primary Screen. Parathyroid hormone/parathyroid hormone-related peptide receptor (Homo sapiens), Q03431. HEK293 GP2 PTHR1 cells, GloSensor cAMP luminescence, 1 h. Potency, µM (top dose mostly 115 µM), without a hit: top-dose activation, hits mostly activators. 410,000 compounds, 0.075% hits; further: nearly all actives have a fitted effect of over 55% in size; some results filed as inactive show a strong effect at the top dose; inactives centre near -15; many of its hits are not listed in these tables
#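 HEK-293-derived GP2 cells expressing PTHR1 and a GloSensor cAMP reporter, 3,000/well, plated overnight, given luciferin plus IBMX (each 0.5 mM as added) for 1 h at 37 °C, then compound for 1 h at 37 °C. Luminescence was read after 15 min at room temperature.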
# EPAC1 antag: qHTS for Antagonist of cAMP-regulated guanine nucleotide exchange factor 3 (EPAC1): primary screen; AID 720709, 2013; Potency, µM (doses to about 115 µM), for inactives: top-dose activity change, negative = inhibition, most hits filed as inhibitors; EPAC1 GEF assay, Rap1b-BODIPY-GDP exchange fluorescence; 360,000 compounds, 0.14% hits; Rap guanine nucleotide exchange factor 3 (Homo sapiens), O95398;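 further: plate controls were vehicle for no effect and positive control for full effect; nearly all actives have a fitted effect of over 50% in size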
# TDP43 rescue: qHTS of TDP-43 Inhibitors; 410,000 compounds, 1.8% hits; AID 652104, 2013; TDP-43 expressing yeast growth rescue, BacTiter-Glo, 24 h; Potency, µM (highest dose often 46.1 µM), without a hit: at the highest dose growth rescue (activation), actives largely listed as activators; further: % of control where 0% means no effect; nearly all actives have a fitted effect of over 50% in size
#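 Galactose-induced TDP-43 yeast, OD600=0.02, compound pinned; 24 hr, 30 deg C; BacTiter-Glo luminescence for growth. Inhibitors of TDP-43 toxicity read as activators.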
# EPAC2 antag: qHTS for Antagonist of cAMP-regulated guanine nucleotide exchange factor 2 (EPAC2): primary screen. EPAC2 GEF exchange of Rap1B-BODIPY-GDP, fluorescence. Rap guanine nucleotide exchange factor 4 (Homo sapiens), Q8WZA2. 360,000 compounds, 0.18% hits. AID 720708, 2013. Potency, µM (series often up to 114 µM), inactives show at the top dose activity, negative = inhibition, actives largely listed as inhibitors; further: on the % scale 0 is the no-effect control and ±100 the full control effect; nearly all actives have a fitted effect of over 45% in size; many of its hits are not listed in these tables
# FUS suppressor: qHTS for Suppressors of FUS Proteinopathy: Primary screen using FUS-linked yeast assay | S. cerevisiae FUS-expressing, growth rescue, OD600, 24 h | Potency, µM (series often up to 76.6 µM), without a hit: at the top dose growth rescue (activation), actives largely listed as activators | 390,000 compounds, 0.24% hits;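 further: plate controls were DMSO vehicle for no effect and reference control for full effect; nearly all actives have a fitted effect of over 55% in size; some results filed as inactive show a strong effect at the top dose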
#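 Absorbance at 600 nm, taken 24hr after compound addition, measured rescue of FUS-yeast growth at 30C. Induction used 2% galactose with seeding at OD 0.005. Controls: CP55940 from 92uM final, DMSO only.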
# Active calls of the source: *; i = inactive; ? = inconclusive; / = not tested or not shown; [ ] = remark or other dose. The call rests on the fitted dose curve; in most records, active means well fitted curve in the direction sought with a large enough effect; inconclusive means small, poorly fitted or top-dose-only effect, or another doubt; inactive means no such curve, though single readings can be large; an effect the other way counts as inactive or inconclusive. Potency means the concentration at half of the fitted maximal effect. Only part of the results is shown; count on the stated rates, not on these rows.
SMILES,aSyn yeast inh,EPAC2 ag,EPAC1 ag,PTHR1 agonist,EPAC1 antag,TDP43 rescue,EPAC2 antag,FUS suppressor
O=C(ONC1=NCCCCC1)c1cccc([N+](=O)[O-])c1,-48%[inhibitor],7%,9%,-40%,-14%,?,6%,32%
COc1ccc(CNC(C)CCc2ccccc2)cc1 (configuration not stated),1%,-1%,-3%,2%,-2%,-14%,23%,-2%
CCOc1ccccc1NC(=O)CN1CCc2ccccc2C1,1%,5%,22%,-23%,-11%,-9%,-9%,11%
Cc1cnn(Cc2ccccc2)c1N,0%,9%,3%,-12%,-7%,4%,0%,2%
Fc1ccc(C(c2nnnn2C2CCCC2)N2CCN(Cc3ccccc3)CC2)cc1 (configuration not stated),-1%,6%,2%,-6%,11%,0%,8%,/
CC(=O)Nc1cnc(-c2cc(C)c(O)c(C)c2)cn1,-8%,16%,-6%,-12%,-5%,30%,5%,-13%
O=C(CCCN1C(=O)CSc2ncccc21)N1CCN(c2cccc(C(F)(F)F)c2)CC1,7%,-21%,-6%,-22%[57.5 µM],6%,19%,-2%,23%
O=C(C1CCCN(Cc2ccc3c(c2)OCO3)C1)N1CCCC1 (configuration not stated),-1%,5%,5%,i,-10%,10%,3%,-10%
COc1cccc(-c2nc(NCc3cccnc3)c3ccccc3n2)c1O,2%,-5%,-9%,-13%,-19%,4%,-3%,17%
CCNC(=O)CC1SC(=Nc2ccc(C)cc2)N(CC)C1=O (configuration not stated),-6%,-1%,-5%,-7%[57.5 µM],-1%,3%,7%,-2%
CCNC(=O)C1CCCN(C(=O)c2ccc3c(c2)OCO3)CC1 (configuration not stated),-1%,1%,9%,-16%,13%,23%,17%,-23%
CC(NC(=O)CCC(=O)N1CCN(S(=O)(=O)c2ccc(Cl)cc2)CC1)c1ccccc1 (configuration not stated),-1%,8%,5%,-84%[inhibitor],-4%,-29%,-8%,/
O=C(Nc1ccc(Cl)cc1)C1Cc2c(-c3ccccc3Oc3ccccc3)ccnc2O1 (configuration not stated),8%,4%,-7%,-4%,6%,?,-4%,?
c1ccc(CN2CCC3(CC2)Nc2ccccc2S3)cc1,-3%,8%,-7%,i,1%,3%,-1%,-8%
CC1(C)CC(=O)C(N=Nc2cc(Cl)c(Cl)c(Cl)c2)=C(O)C1,6%,-5%,0%,-19%[57.5 µM],4%,7%,6%,-2%
O=C(/C=C/c1ccccc1[N+](=O)[O-])Nc1cc(S(=O)(=O)N2CCOCC2)ccc1N1CCOCC1,10%,1%,10%,-6%,-28%,9%,-13%,31%
Cc1cc(C(=O)COC(=O)c2cccn2C)c(C)n1Cc1ccco1,3%,11%,9%,-45%[inhibitor],-7%,-4%,-13%,-8%
Cc1nc(C(=O)O)nn1-c1cc(Cl)ccc1Cl,-6%,6%,-2%,-7%,15%,-12%,24%,4%
COc1ccc(NC(=O)N2CCN(c3cc(-c4noc(C)n4)ccc3C)CC2)c(OC)c1,?,/,/,-17%,/,10%,/,41%
CC(C)(C)N1C(=O)[C@H]2[C@@H](c3ccc(Br)cc3)N3C(=O)N(c4cccc(Cl)c4)C(=O)[C@@]3(Cc3ccccc3)[C@H]2C1=O,11%,2%,-17%,-24%,-9%,0%,6%,13µM*
Cc1nc2ncnn2c(Nc2ccc3c(c2)OCO3)c1Cc1ccccc1,-3%,-16%,-2%,1%[57.5 µM],-1%,2%,5%,15%
Cc1ccnc(NC(=O)c2cc3cc(F)ccc3s2)c1,-18%,3%,-1%,-23%,-12%,-3%,-13%,-2%
C=C1C(=O)C=C2CN(C(=O)c3ccccc3)[C@@](Cc3ccc(F)cc3)(C(=O)OC)[C@@H]12,?,3%,-4%,-65%[inhibitor],-1%,?,2%,16%
CN(C)c1ccc(NC(=O)CN2C(=O)c3ccccc3C2=O)cc1,0%,4%,4%,i,-5%,2%,9%,2%
COc1ccccc1N1C(=O)C2C3C=CC(C3)C2(C)C1=O (configuration not stated),-1%,-13%,-2%,i,9%,-5%,-5%[57.1 µM],-7%
COc1ccc(-n2nc(C(=O)Nc3cc(OC)c(OC)c(OC)c3)c3ccccc3c2=O)c(OC)c1,-2%,7%,1%,-13%,-14%,14%,-6%,-28%
O=C(NC1CCCC1)c1ccc2c(c1)N(Cc1ccccc1)CCS2,-1%,9%,14%,-17%,-18%,15%,1%,21%
O=S(=O)(c1cc(Cl)ccc1Cl)N1CCN(Cc2ccc3c(c2)OCO3)CC1,2%,18%,11%,-55%[inhibitor],-6%,0%,3%,9%
S=C(NCc1ccc2c(c1)OCO2)NC1CCN(Cc2ccccc2)CC1,-1%,-3%,-1%,-13%,6%,-2%,2%,-4%
COc1cccc(-c2c(C#N)c(N)nc3c2c(C)nn3-c2ccccc2)c1O,?,19%,2%,-57%[inhibitor],-29%,?,-11%,4%
O=C(COc1cccnc1[N+](=O)[O-])Nc1cc(Cl)ccc1Cl,-5%,12%,2%,-4%,16%,3%,-3%,1%
CN(C)c1ccc(S(=O)(=O)NCC(=O)OCC(=O)c2ccc[nH]2)cc1[N+](=O)[O-],9%,6%,4%,16%,11%,8%,1%,1%
Cc1nn(Cc2ccc(Cl)cc2)c(C)c1NC(=O)CCCn1nc([N+](=O)[O-])c(Cl)c1C,-2%,1%,3%,-27%,-19%,-4%,-2%,23%
CC(=O)Nc1ccc2c(c1)nc(CCNC(=O)c1ccco1)n2C,-4%,5%,12%,-10%,-4%,-9%,-1%,-1%
COc1ccccc1C1C2CCCCC2(O)CCN1CC(=O)Nc1ccccc1 (configuration not stated),-5%,9%,10%,i,-6%,-19%,0%,23%
O=C(COc1cccnc1[N+](=O)[O-])Nc1ccc(F)cc1,5%,9%,-2%,-14%,20%,-7%,2%,-10%

# Complete entries from above:
# Profile of CC(=O)Nc1ccc2c(c1)nc(CCNC(=O)c1ccco1)n2C = aSyn yeast inh: -4%; EPAC2 ag: 5%; EPAC1 ag: 12%; PTHR1 agonist: -10%; EPAC1 antag: -4%; TDP43 rescue: -9%; EPAC2 antag: -1%; FUS suppressor: -1%
# Profile of COc1ccccc1N1C(=O)C2C3C=CC(C3)C2(C)C1=O (configuration not stated) = aSyn yeast inh: -1%; EPAC2 ag: -13%; EPAC1 ag: -2%; PTHR1 agonist: i; EPAC1 antag: 9%; TDP43 rescue: -5%; EPAC2 antag: -5%[57.1 µM]; FUS suppressor: -7%

# Other results follow:
SMILES,aSyn yeast inh,EPAC2 ag,EPAC1 ag,PTHR1 agonist,EPAC1 antag,TDP43 rescue,EPAC2 antag,FUS suppressor
CCOC(=O)C1CCCN(C(=S)Nc2ccc(OC)cc2)C1 (configuration not stated),-2%,7%,-1%,-14%,3%,16%,-1%,16%
O=C(c1cccc(Br)c1)N1CCN(c2ccccn2)CC1,6%,-2%,-6%,-5%,-17%,16%,-5%,9%
CN1C(=O)C2(C(C#N)=C(N)Oc3n[nH]c(-c4ccc(Cl)cc4)c32)c2ccccc21 (configuration not stated),-1%,-7%,-2%,0%[57.5 µM],2%,-2%,-4%,15%
Cc1cc(N2CCN(C)CC2)nc2ccc(NC(=S)NC3CC3)cc12,-7%,2%,2%,i,-12%,13%,2%,3%
Cc1cc2ccccc2n2c(SCC(=O)Nc3ccc(S(=O)(=O)N4CCC(C)CC4)cc3)nnc12,4%,-4%,8%,-22%,-4%,-1%,-8%,38%
CN(C)c1cc[n+](Cc2ccccc2)cc1,-9%,-4%,-5%,-28%,8%,-9%,2%,-16%
O=C(O)c1ccc(N2CCN(Cc3ccc4c(c3)OCO4)CC2)c([N+](=O)[O-])c1,0%,0%,-4%,-6%,-2%,-2%,3%,-10%
COc1ccc([C@@H]2C[C@H](c3ccccc3)Oc3cc(C)cc(C)c32)cc1,-1%,11%,3%,-12%,-3%,0%,3%,-11%
Cc1ccc(C(C)C)cc1OCCOCCN1CCCC1,1%,1%,0%,i,-27%,3%,0%,0%
CN(C)c1ccc(NC(=S)N(CCc2ccccc2)C2CC(=O)N(c3c(Cl)cccc3Cl)C2=O)cc1 (configuration not stated),-5%,3%,10%,i,4%,-1%,-3%,?
COc1ccc2c(CC(=O)Nc3ccc(OC)nc3)coc2c1,-8%,11%,1%,i,?,21%,-3%,13%
O=C(CN(Cc1ccco1)C(=O)c1ccccc1)Nc1ccc(Cl)c(Cl)c1,0%,6%,23%,-4%,2%,?,-9%,38%

# For convenience, 5 of the compounds above.
SMILES,aSyn yeast inh,EPAC2 ag,EPAC1 ag,PTHR1 agonist,EPAC1 antag,TDP43 rescue,EPAC2 antag,FUS suppressor
COc1ccc([C@@H]2C[C@H](c3ccccc3)Oc3cc(C)cc(C)c32)cc1,-1%,11%,3%,-12%,-3%,0%,3%,-11%
Cc1ccc(C(C)C)cc1OCCOCCN1CCCC1,1%,1%,0%,i,-27%,3%,0%,0%
CN(C)c1ccc(NC(=S)N(CCc2ccccc2)C2CC(=O)N(c3c(Cl)cccc3Cl)C2=O)cc1 (configuration not stated),-5%,3%,10%,i,4%,-1%,-3%,?
COc1ccc2c(CC(=O)Nc3ccc(OC)nc3)coc2c1,-8%,11%,1%,i,?,21%,-3%,13%
O=C(CN(Cc1ccco1)C(=O)c1ccccc1)Nc1ccc(Cl)c(Cl)c1,0%,6%,23%,-4%,2%,?,-9%,38%

# In the list so far, two have bromine:
SMILES,aSyn yeast inh,EPAC2 ag,EPAC1 ag,PTHR1 agonist,EPAC1 antag,TDP43 rescue,EPAC2 antag,FUS suppressor
CC(C)(C)N1C(=O)[C@H]2[C@@H](c3ccc(Br)cc3)N3C(=O)N(c4cccc(Cl)c4)C(=O)[C@@]3(Cc3ccccc3)[C@H]2C1=O,11%,2%,-17%,-24%,-9%,0%,6%,13µM*
O=C(c1cccc(Br)c1)N1CCN(c2ccccn2)CC1,6%,-2%,-6%,-5%,-17%,16%,-5%,9%
